a7 integrin act – activators of alpha7 integrin expression for muscular dystrophy. Potency, µM (series often up to 38.3 µM), without a hit: at the highest dose activation, hits mostly activators. alpha7betagal myoblasts, beta-gal FDG fluorescence, 48 h. actives 0.064% (n = 350,000);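 further: potency means the concentration at half of the fitted maximal effect; 100% = response of the positive control SU9516; nearly all actives have a fitted effect of over 60% in size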
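alpha7betagal+/- myoblasts (passage 13, 250/well) treated 48 h at 37C with compounds at 1:260 dilution of DMSO stock. Lysed, then beta-galactosidase activity read as FDG fluorescence (ex 480/em 540) after 30 min, with pre-read for autofluorescence.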
TSHR antag – human thyrotropin receptor antagonism; P16473; TSHR-expressing cells, TSH-stimulated cAMP HTRF, 2 h; stronger effect = lower value; activity change, negative = inhibition, % at 11.5 µM; actives 0.2% (n = 330,000); AID 504810;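 active means activity change below a set negative limit, meaning inhibition stronger than a set level, cut at about -70% in these data; inconclusive means activity change between two set negative limits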; further: on the % scale 0 is the no-effect control and ±100 the full control effect
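Freshly harvested TSHR cells receive pin-tooled compound, then EC80 TSH at 4nM final. After 2 hours at 37 deg C, antibody in lysis buffer and cAMP-d2 are added; 30 minutes at ambient temperature precede the HTRF read.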
Mito fusion act – mitochondrial division inhibition or fusion activation | actives 0.23% (n = 320,000) | Potency, µM (doses to about 46.1 µM), inactives show at the top dose growth rescue (activation), hits mostly activators | S. cerevisiae fusion-defective mutant growth rescue, CellTiterGlo 48 h;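 further: potency means the concentration at half of the fitted maximal effect; % of control where 0% means no effect; nearly all actives have a fitted effect of over 45% in size; temperature-sensitive fusion mutants such as fzo1-1 at 37 °C on non-fermentable ethanol glycerol medium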
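Yeast fusion mutant, YPEG (non-fermentable carbon), compound, 48 h at 37C non-permissive; CellTiterGlo added, 10 min RT, luminescence read. Rescued growth = division inhibition.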
PTAP TSG101 blk – blocks PTAP/TSG101 interaction to inhibit HIV-1 budding; Q99816; Fluorescence polarization, FITC-PTAP peptide / Tsg101 binding; Potency, µM (top dose mostly 115 µM), for the others: at the highest dose activity change, negative = inhibition, usual class: inhibitors; 340,000 tested, under 10 active; active means well fitted inhibition curve with a large enough effect in the main read-out, with a control signal flat, not every such curve was filed as active; inconclusive means small, poorly fitted or top-dose-only effect, or effect the other way, or a change in a side signal; inactive means no such curve, though single readings can be large or run the other way; further: potency means the concentration at half of the fitted maximal effect; % of control where 0% means no effect
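Tsg101 binding domain (10 uM final) was mixed with compound and a FITC-labeled PTAP peptide (50 nM final) in HEPES pH 7.5 buffer with NaCl, Tween 20, EDTA and TCEP; fluorescence polarization was read after 20 min at r.t.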
MBNL1 CUG block – MBNL1-poly(CUG) RNA binding inhibition; TR-FRET MBNL1-His/biotin-(CUG)12 binding, 665/545 ratio; Potency, µM (titrated, usually from 57.5 µM), for the others: at the highest dose activity change, negative = inhibition, hits mostly inhibitors; actives 0.036% (n = 280,000); AID 2675; active means well fitted inhibition curve with a large enough effect in the signal ratio, with a control signal flat, not every such curve was filed as active; inconclusive means small, poorly fitted or top-dose-only effect, or effect the other way, or a change in a side signal; inactive means no such curve, though single readings can be large or run the other way; the % refers to the signal ratio; further: potency means the concentration at half of the fitted maximal effect; on the % scale 0 is the no-effect control and ±100 the full control effect
Target sequence (Q9NR56 whole entry, looked up): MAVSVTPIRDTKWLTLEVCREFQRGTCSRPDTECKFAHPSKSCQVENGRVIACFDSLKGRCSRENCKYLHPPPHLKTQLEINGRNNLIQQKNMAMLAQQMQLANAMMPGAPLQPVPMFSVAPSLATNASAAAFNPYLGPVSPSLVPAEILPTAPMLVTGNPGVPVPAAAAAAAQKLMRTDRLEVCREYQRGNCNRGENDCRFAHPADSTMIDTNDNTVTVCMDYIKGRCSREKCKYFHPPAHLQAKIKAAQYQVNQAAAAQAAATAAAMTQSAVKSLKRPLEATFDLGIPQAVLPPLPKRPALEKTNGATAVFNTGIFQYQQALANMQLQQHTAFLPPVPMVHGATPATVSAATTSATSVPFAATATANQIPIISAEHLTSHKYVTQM
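Ratiometric TR-FRET (665 over 545 nm, excitation 340 nm) tracks disruption of MBNL1-His/biotin-(CUG)12 complex after 60 min at room temperature, with compounds at 92 nM to 58 uM final.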
Menin MLL FP TR – displaces Texas Red mutant MLL peptide from human menin; Menin + Texas Red MLL mutant peptide, fluorescence polarization; Potency, µM (titrated, usually from 61.6 µM), for the others: at the highest dose FP activity change, negative = inhibition, actives largely listed as inhibitors; actives 0.23% (n = 270,000); AID 1768; active means well fitted inhibition curve with a large enough effect in the polarisation, with a control signal flat, not every such curve was filed as active; inconclusive means small, poorly fitted or top-dose-only effect, or effect the other way, or a change in a side signal; inactive means no such curve, though single readings can be large or run the other way; the % refers to the polarisation; further: potency means the concentration at half of the fitted maximal effect; % of control where 0% means no effect; many of its hits are not listed in these tables
Target sequence (O00255 whole entry, looked up): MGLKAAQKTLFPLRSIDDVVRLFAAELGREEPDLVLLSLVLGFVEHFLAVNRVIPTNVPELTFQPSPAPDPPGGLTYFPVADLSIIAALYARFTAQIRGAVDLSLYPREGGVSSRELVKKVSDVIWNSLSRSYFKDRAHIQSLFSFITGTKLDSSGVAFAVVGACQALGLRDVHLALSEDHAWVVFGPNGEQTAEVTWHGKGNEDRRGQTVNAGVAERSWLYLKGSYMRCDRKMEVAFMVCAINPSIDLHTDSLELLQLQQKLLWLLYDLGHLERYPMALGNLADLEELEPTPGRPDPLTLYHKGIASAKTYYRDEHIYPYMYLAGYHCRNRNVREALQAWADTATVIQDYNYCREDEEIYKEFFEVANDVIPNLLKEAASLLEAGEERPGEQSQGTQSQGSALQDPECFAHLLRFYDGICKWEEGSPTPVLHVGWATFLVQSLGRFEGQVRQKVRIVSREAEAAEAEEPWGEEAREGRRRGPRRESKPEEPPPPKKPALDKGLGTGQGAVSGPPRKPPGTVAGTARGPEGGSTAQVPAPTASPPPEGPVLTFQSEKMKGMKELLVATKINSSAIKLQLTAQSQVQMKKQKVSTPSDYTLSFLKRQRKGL
MLL CXXC-DNA inh – inhibitors of human MLL CXXC domain-DNA interaction | Q03164 | MLL-CXXC / FITC-HOXA9 DNA fluorescence polarization | Potency, µM (titrated, usually from 115 µM), inactives show top-dose activity change, negative = inhibition, actives largely listed as inhibitors | actives 0.037% (n = 290,000); active means well fitted inhibition curve with a large enough effect in the polarisation, with a control signal flat, not every such curve was filed as active; inconclusive means small, poorly fitted or top-dose-only effect, or effect the other way, or a change in a side signal; inactive means no such curve, though single readings can be large or run the other way; the % refers to the polarisation; further: potency means the concentration at half of the fitted maximal effect
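Steps: dispense CXXC domain solution (7 uM) → pin compounds or unlabeled HOX-A9 DNA control → 5 min ambient → add FLSN-HOX-A9 solution (50 nM) → spin → 30 min ambient → fluorescence polarization. Tris pH 7.5/NaCl/DTT/BSA buffer.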
AT treatment – potential ataxia-telangiectasia treatments restoring KAP-1 phosphorylation | […] A-T fibroblasts, KAP-1 phosphorylation AlphaLISA; neocarzinostatin DNA damage 30 min before lysis | Potency, µM (highest dose often 57.5 µM), for the others: at the top dose activation, hits mostly activators | actives 0.19% (n = 320,000) | AID 485349; further: potency means the concentration at half of the fitted maximal effect; % of control where 0% means no effect; nearly all actives have a fitted effect of over 45% in size
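ATM-like activity read as KAP-1 phosphorylation via AlphaLISA donor/acceptor antibody pairs after lysis and 6 hr at 25C. Cells were ATM-null patient fibroblasts ([…], hTERT), dosed 60 min, then exposed to the DSB inducer NCS for 30 min.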
S-ASM inh – human S-ASM enzyme inhibition | placental ASM, HMU-PC fluorogenic substrate, 60 min | Potency, µM (series often up to 57.5 µM), without a hit: at the top dose activity change, negative = inhibition, actives largely listed as inhibitors | actives 0.006% (n = 340,000); further: potency means the concentration at half of the fitted maximal effect
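Fluorescence read-out (Ex 386 nm, Em 447 nm) after stopping the reaction at pH 10. Enzyme: ASM from human placenta; substrate HMU-PC0, 9 uM final; 60 min, 37 °C. Compound preincubation 10 min, ambient temperature.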
TCR activator – activators of T cell receptors; primary human leukocytes, anti-CD3, IL-2 HTRF, 48 h; Potency, µM (highest dose often 9.22 µM), for the others: at the highest dose activation of IL-2 secretion, hits mostly activators; 330,000 tested, under 10 active; AID 504894; further: % of control where 0% means no effect
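IL-2 release read by HTRF sandwich (Eu cryptate donor, d2 acceptor, 665 nm emission) after 48 hr exposure of primary human leukocytes to compound together with anti-CD3 beads in the absence of co-stimulatory signals.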
* marks the source's active call; other numbers are inactive results; u = inconclusive; x = no result given; [ ] = another dose, or the depositor's remark. Unless noted, the call rests on the fitted dose curve; in most records, active means well fitted curve in the direction sought with a large enough effect; inconclusive means small, poorly fitted or top-dose-only effect, or another doubt; inactive means no such curve, though single readings can be large; an effect the other way counts as inactive or inconclusive.

SMILES	a7 integrin act	TSHR antag	Mito fusion act	PTAP TSG101 blk	MBNL1 CUG block	Menin MLL FP TR	MLL CXXC-DNA inh	AT treatment	S-ASM inh	TCR activator
NC(=O)c1ccc(NC(=O)c2ccc3c(c2)CCN3S(=O)(=O)c2ccccc2)cc1	13%	-3	-7%	-2%	1%	x	2%	0%	2%	-5%
COc1ccc2c(c1)CC=C1C2CCC2(C)C(=O)C(=NO)CC12 (stereo not drawn)	-28%	x	x	-4%	x	x	x	x	u	0%
CCOC(=O)CNC(=O)CSc1nnc(NC(=O)c2ccc3c(c2)OCO3)s1	19%	-7	-2%	0%	-4%	x	-11%	7%	0%	-3%
Cc1ccc(OCC(=O)N/N=C/c2cn[nH]c2-c2ccc(Cl)c(Cl)c2)cc1	-37%	-8	5%	0%	-7%	-3%	-2%	2%	0%	-4%
COC(=O)C1(C)CC1(c1ccccc1)c1ccccc1 (stereo not drawn)	4%	6	13%	-1%	-3%	u	-12%	25%	4%	-5%
O=C(CCNS(=O)(=O)c1cccc2nsnc12)N1CC(=O)N(CCc2ccccc2)C(=O)C1	6%	1	-1%	-4%	u	1%	-18%	4%	2%	-5%
Cc1ccc(C2=NN(C(=O)CCCC(=O)O)C(c3ccc4c(c3)OCO4)C2)cc1 (stereo not drawn)	u	-15	0%	-6%	-1%	4%	-24%	13%	-2%	-2%
CCN(CC)CCCNc1oc(-c2cccc(Cl)c2)nc1C#N	-57%[inhibitor]	22	-10%	-2%	16%	-12%	7%	-11%	9%	1%
COc1ccc(/C=C(/NC(=O)c2ccc(OC)cc2)C(=O)NCCc2c[nH]c3ccccc23)cc1	-24%	-4	-2%	-1%	4%	-5%	6%	1%	-1%	-1%[46.1 µM]
Cn1c(N)c(S(=O)(=O)N2CCN(c3ccccc3Cl)CC2)c(=O)n(C)c1=O	13%	2	5%	-4%	0%	-12%	u	8%	0%	3%
O=C1c2ccccc2C(Nc2ccc(S(=O)(=O)N3CCOCC3)cc2)N1c1ccccn1 (stereo not drawn)	5%	-14	1%	-2%	1%	-5%[11.7 µM]	0%	12%	4%	7%
COc1ccc(/C=C/c2nnc(NC(C)=O)s2)cc1	11%	-2	1%	0%	u	x	-3%	-3%	498%[activator]	-10%
CN(Cc1c(F)cccc1Cl)C(=O)CNC(=O)c1ccc2c(c1)OCO2	-15%	-6	11%	0%	x	x	x	2%	0%	3%
CC(C)CC(NC(=O)c1cccc(Cl)c1)C(=O)O (stereo not drawn)	13%	-14	-7%	0%	-17%	14%	10%	-3%	1%	0%
CC(Oc1ccc(Cl)cc1Cl)C(=O)NN=C1CCN(C)CC1 (stereo not drawn)	-3%	0	3%	-4%	x	4%	-3%	-3%	0%	2%[46.1 µM]
CN(Cc1cnccn1)C(=O)C1CCC(=O)N(CCc2ccccc2)C1 (stereo not drawn)	-30%	9	-7%	1%	-5%	7%	9%	-2%	-2%	-3%
Cc1[nH]c(C(=O)N/N=C/c2ccc(N(C)C)cc2)c(C)c1C(=O)N/N=C/c1ccc(N(C)C)cc1	-40%	-7	4%	4%	u	20%	13%	-3%	x	2%
O=[N+]([O-])c1cc2c(cc1CN1CCN(CCOCCO)CC1)OCO2	u	-8	1%	-1%	u	1%	7%	7%	-7%	2%
O=C(CN(CC1CCCO1)C(=O)CNS(=O)(=O)c1ccc(Cl)cc1)NCc1ccccc1 (stereo not drawn)	-38%	-6	4%	1%	4%	-22%	8%	5%	-1%	-2%
Cc1ccc(-n2nc(-c3ccc(N)cc3)cc2N)cc1	-7%	2	-2%	-6%	-6%	7%	1%	-2%	5%	2%[46.1 µM]
CNc1nc(SCc2ccccc2)nc(N2CCOCC2)n1	-12%	0	27%	-4%	0%	-27%	4%	-3%	0%	-5%
CC(C)(C)NC(=O)CSc1nnc(C2CC2)n1-c1ccccc1	42%	4	-1%	-1%	-3%	11%	-8%	9%	6%	1%
C=CCNC(=O)/C(C#N)=C/c1c(N2CCCCCC2)nc2ccccn2c1=O	u	8	3%	3%	u	-2%	1%	-3%	59%[activator]	7%
COC(=O)c1sccc1NS(=O)(=O)c1ccccc1	4%	-10	7%	-5%	-4%	-6%	4%	8%	4%	4%
CSc1cccc(NC(=O)CCC(=O)O)c1	u	6	-1%	1%	-19%	1%	7%	-2%	-2%	-1%[46.1 µM]
N#C/C(=C\N1CCOCC1)C(N)=O	-7%	-2	-7%	-3%	1%	x	-12%	-3%	2%	7%
N#Cc1ccccc1NC(=O)CC1CCCCC1	7%	2	-2%	-2%	2%	5%	-1%	x	0%	1%
Cc1cc(C)cc(NC(=O)[C@H](Cc2c[nH]c3ccccc23)NC(=O)[C@@H]2Cc3ccccc3CN2)c1	-52%[inhibitor]	1	-3%	3%	-8%	20%	100%[activator]	-1%	30%	6%
CCCNC(=O)CCc1c(C)nc2c(c(C)nn2-c2ccccc2)c1C	3%	-4	u	-8%	-10%	-6%	17%	4%	0%	-3%
COc1cc(Cl)c(C)cc1NC(=O)COc1ccc(C)nc1[N+](=O)[O-]	-7%	4	2%	-2%	x	x	x	4%	-3%	3%
COC(=O)C1C(=O)NC(SC)=C(C#N)C1c1ccccc1 (stereo not drawn)	7%	-41	-1%	0%	-5%	u	17%	32%	0%	1%
CC(C)(C)NC(=O)COC(=O)c1ccc(O)cc1	0%	-2	-2%	-3%	-5%	-30%	-3%	5%	3%	1%[46.1 µM]
CC(NC(=O)COC(=O)c1c[nH]c2ccccc12)c1ccccc1 (stereo not drawn)	3%	14	x	-4%	x	x	x	17%	0%	2%
CCCN1CCN(C(=O)c2cc3c(s2)-c2ccccc2S(=O)(=O)C3)CC1	x	-4	-2%	x	u	-4%	14%	5%	x	x
CC1CCCN(c2ccc(C(=O)NCC3CCCO3)cn2)C1 (stereo not drawn)	-4%	-2	-1%	-5%	-6%	5%	2%	-1%	0%	x
CN(C)c1ccc(NC(=O)CSc2nnc(C3CCCCC3)n2N)cc1	-13%	-6	-3%	1%	1%	4%	-4%	-2%	6%	3%
Cn1cc(CN2CCCC(CO)(Cc3cccc(Cl)c3)C2)cn1 (stereo not drawn)	-3%	46	6%[9.22 µM]	0%	-9%	-4%	3%	-2%	7%	6%
O=C(Cn1nc(C(F)(F)F)c2c1CCCC2)N1CCOCC1	20%	9	5%	-7%	-15%	-3%	-1%	-2%	-1%	1%
O=C(NCc1cccnc1)c1cccc(C(F)(F)F)c1	22%	-4	-5%	x	-2%	-9%	-1%	1%	-4%	x
CCC(=O)Nc1cc2c(C)cc(=O)oc2cc1C	16%	18	-3%	-7%	-3%	0%	-5%	x	2%	-7%

Molecules above containing fluorine (3):
SMILES	a7 integrin act	TSHR antag	Mito fusion act	PTAP TSG101 blk	MBNL1 CUG block	Menin MLL FP TR	MLL CXXC-DNA inh	AT treatment	S-ASM inh	TCR activator
CN(Cc1c(F)cccc1Cl)C(=O)CNC(=O)c1ccc2c(c1)OCO2	-15%	-6	11%	0%	x	x	x	2%	0%	3%
O=C(Cn1nc(C(F)(F)F)c2c1CCCC2)N1CCOCC1	20%	9	5%	-7%	-15%	-3%	-1%	-2%	-1%	1%
O=C(NCc1cccnc1)c1cccc(C(F)(F)F)c1	22%	-4	-5%	x	-2%	-9%	-1%	1%	-4%	x

Other compounds follow:
SMILES	a7 integrin act	TSHR antag	Mito fusion act	PTAP TSG101 blk	MBNL1 CUG block	Menin MLL FP TR	MLL CXXC-DNA inh	AT treatment	S-ASM inh	TCR activator
COc1ccc(-n2ccnc(SCC(=O)NC3CCCC3)c2=O)cc1OC	-4%	-1	-3%	-12%	x	x	x	0%	x	3%
O=C(COC(=O)c1cn(-c2ccccc2)nc1-c1cccs1)NC1CC1	-37%	-12	6%	-4%	153%[activator]	46%[activator]	-1%	6%	-6%	-3%
O=C(c1ccc(Cl)cc1)[C@@H]1[C@@H]2C(=O)N(c3cccc4ccccc34)C(=O)[C@@H]2C2c3ccccc3C=NN21 (stereo partly drawn)	11%	4	4%	-1%	-16%	4%	-1%	-3%	-5%	-2%[46.1 µM]
COC(=O)c1ccc(Nc2cc(C)nc(-c3ccccc3O)n2)cc1	32%	-2	-7%	-3%	u	u	7%	-3%	2%	-9%
CCOC(=O)c1cnn(-c2ccccc2)c1-n1cccc1C(=O)C(=O)Nc1ccccc1C(F)(F)F	-12%	-20	1%	-1%	4%	17%	-8%	7%	-4%	9%
COc1cccc(C(=O)NCC(=O)N/N=C(\C)Cc2ccccc2)c1	9%	-11	-5%	0%	-9%	2%	5%	-3%	1%	-3%

High-throughput results (PubChem BioAssay)

This is a subset; rates above refer to the full screens.
